Screening data deposited in PubChem BioAssay by several laboratories.
Rab2 wt GTP: changes GTP binding to wildtype dog Rab2A, up or down. GTP binding activity, % at 10 µM. GST-Rab2 wt beads, Bodipy-GTP binding, flow cytometry. AID 760. P61105. 190,000 compounds, 0.19% hits;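 active = GTP binding activity at least 20 points away from 100%, either lowered or raised; inconclusive = signal likely due to the compound's own green fluorescence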;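 note: 0% = beads with excess unlabeled GTP and 100% = no-compound control corrected for plate trend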
Pf gametocyte: kills late stage P. falciparum gametocytes. inhibition, % at 10.9 µM. P. falciparum stage V gametocytes, ATP luminescence, 24 h. 150,000 compounds, 0.065% hits;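 active = inhibition above the mean plus 3 SD of compounds within the control limits, set per campaign, cut at about 38% in these data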;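 note: 0% = DMSO wells and 100% = medium only without gametocytes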
Rab7 wt GTP bind: alters GTP binding to wildtype dog Rab7; GST-Rab7 beads, fluorescent GTP binding, flow cytometry; actives lie on both sides; untreated = 100%, excess cold GTP = 0%; GTP binding activity (percent of control), % at 10 µM; 190,000 compounds, 0.055% hits; AID 758;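 active = fluorescent GTP binding to Rab7 beads changed by at least 20 points from the 100% baseline, either direction, mostly lower; inconclusive = compound itself probably fluorescent, or too few beads counted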;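 note: median green fluorescence of bound Bodipy-FL-GTP per Rab7 bead population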
ABCB1 block: human ABCB1 inhibition, ABCG2 as counter-screen | 190,000 compounds, 0.067% hits | AID 1326 | P08183 | inhibition, % at 6.6 µM | CCRF-Adr cells, JC-1 efflux, flow cytometry; in the data active = inhibition above about 40%;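 note: 0% = vehicle and 100% = reference inhibitor; higher value means more JC-1 retained so stronger ABCB1 efflux block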
Cdc42 wt: modulators (inhibitors or activators) of GTP binding to human Cdc42 wildtype; GST-Cdc42 beads, Bodipy-GTP binding, flow cytometry; actives lie on both sides; percent activity (GTP binding), % at 10 µM; 190,000 compounds, 0.2% hits;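 active = percent activity GTP binding at least 20 points away from the 100% baseline, either down as inhibitor or up as activator; inconclusive = compound flagged as likely green fluorescent from well-wide comparison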;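 note: median bead fluorescence of bound Bodipy-FL-GTP at 100 nM; 0% = excess unlabeled GTP control and 100% = no compound control; below 100% means less GTP binding so inhibitor and above means activator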
ABCG2 inh: human ABCG2 inhibition, ABCB1 as counter-screen. Q9UNQ0. IgMXP3 cells, JC-1 efflux, flow cytometry. AID 1325. 190,000 compounds, 0.1% hits. inhibition, % at 6.6 µM;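 active = inhibition above 80%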;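 note: 0% = DMSO and 100% = nicardipine control wells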
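Assay system – ABCG2 IgMXP3 and barcoded ABCB1 CCRF-Adr cell mix · Input – 3 million cells/mL in well · Reagent – JC-1 fluorescent substrate · Compound – single test compound dose, 6.6 µM final · Timing – 10 min exposure at 25 °C with rotation, no wash · Detection – flow cytometry of retained JC-1 fluorescence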
HRas wt GTP bind: modulators of GTP binding to human HRas wildtype; P01112; GST-Ras wt beads, Bodipy-FL-GTP binding, flow cytometry; actives lie on both sides; GTP binding activity, % at 10 µM; 190,000 compounds, 0.14% hits; AID 759;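 active = GTP binding activity at least 20% away from the 100% baseline, either lowered as inhibitor or raised as activator; inconclusive = flagged as likely green fluorescent, judged across all proteins in the well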;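 note: 0% = unlabeled GTP competition control and 100% = no-compound control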
GSH bead fluor: GSH bead compound fluorescence profile; GSH beads flow cytometry, compound fluorescence 488/530 nm; stronger effect = higher value; 190,000 compounds, 0.25% hits; fluorescence (KMESF) at 10 µM; AID 1776; in the data active = fluorescence above about 89;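 note: glutathione beads carrying GST-tagged Bcl family fusion proteins plus one bare bead set; values are compound well signal with DMSO vehicle wells as background; inactives centre near 16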
Rac1 act GTP bind: modulators of GTP binding to human Rac1 activated mutant; P63000; GST-Rac1 activated beads, fluorescent GTP binding, flow cytometry; actives lie on both sides; 100% means binding = to untreated wells; percent activity (GTP binding), % at 10 µM; AID 764; 190,000 compounds, 0.11% hits;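 active = GTP binding at least 20 percentage points away from the 100% baseline, in either direction, so actives lie on both sides; inconclusive = Compound likely fluorescent itself, or too few beads counted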
Avidin fluor: avidin bead compound fluorescence profile; Avidin beads, compound fluorescence 488/530 nm, flow cytometry; stronger effect = higher value; fluorescence (KMESF) at 10 µM; 220,000 compounds, 0.38% hits; AID 1775; in the data active = fluorescence above about 47; note: inactives centre near 10
Rac1 wt modul: modulators of human Rac1 wildtype GTP binding; P63000; GST-Rac1 beads, fluorescent GTP binding, flow cytometry; actives lie on both sides; 0 = cold GTP competed, 100 = untreated; GTP binding activity (% of control), % at 10 µM; 190,000 compounds, 0.27% hits; AID 757;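 active = GTP binding activity at least 20 points away from the 100% control level, either lower or higher; inconclusive = compound flagged as likely green fluorescent, judged across all proteins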
Active calls of the source: *; ? = inconclusive; nt = not tested or not shown.

SMILES	Rab2 wt GTP	Pf gametocyte	Rab7 wt GTP bind	ABCB1 block	Cdc42 wt	ABCG2 inh	HRas wt GTP bind	GSH bead fluor	Rac1 act GTP bind	Avidin fluor	Rac1 wt modul
c1ccc2oc(N3CCNCC3)nc2c1	?	-3	?	0.3	?	1	?	18	?	8	?
CC(C)n1cc(C(=O)N(CC(=O)NC2CCCC2)Cc2ccccc2)cn1	103	1	98	0.2	108	0	104	22	102	68*	108
O=C(c1cc(-c2cccnc2)nc2ccc(Cl)cc12)N1CCC2(CC1)OCCO2	98	-7	100	1.0	99	2	100	43	96	7	97
CCCCN1CCC(O)(c2ccccc2)C(C(=O)c2ccccc2)C1 (stereo unspecified)	99	nt	99	0.9	99	0	100	23	100	20	104
CC(=O)Nc1cc(C(=O)N2CCC3(CC2)OCCO3)ccc1S(=O)(=O)c1ccc(Cl)cc1	101	7	105	0.5	106	2	106	14	99	17	105
N#Cc1ccccc1Cn1cc(C(=O)c2ccccc2F)c2ccccc21	99	nt	100	3.1	98	9	101	11	100	3	101
Cc1ccc(N2C(=O)/C(=C/c3ccc(CN(CCC#N)S(C)(=O)=O)o3)C(=O)NC2=S)cc1	91	nt	92	-1.4	93	-4	94	10	90	12	94
Cn1cc(C(=O)NP(=O)(N2CCOCC2)N2CCOCC2)c2ccccc21	99	nt	100	0.2	99	-1	96	16	94	11	96
COc1ccc(C(=O)C23CN4CN(CN(C4)C2)C3)cc1	95	nt	98	0.0	95	0	97	10	97	51*	97
CCn1c(O)c(C=Nc2ccc(S(N)(=O)=O)cc2)c(=O)[nH]c1=S	98	11	98	-0.5	101	6	98	5	97	13	102
CN1CCN(C(=O)Cc2nc3ccccc3[nH]2)CC1	97	14	96	0.2	97	1	98	30	94	14	96
COc1ccc(-n2c(O)c(C=Nc3c(C)n(C)n(-c4ccccc4)c3=O)c(=O)[nH]c2=O)cc1	103	nt	104	0.7	106	1	104	13	99	38	105
CCCOc1ccc(N2C(=O)CC(N3CC=C(c4ccccc4)CC3)C2=O)cc1 (stereo unspecified)	103	9	101	0.8	98	6	97	20	94	12	104
O=C(Cc1ccccc1)Oc1ccccc1N1C(=O)CCC1=O	101	nt	100	-0.1	103	1	100	48	100	11	102
CN1CCC(OC(=O)Cc2ccccc2)CC1	99	-12	99	1.0	96	1	99	12	94	12	98
CN(C)C(=O)Oc1cccc(OCc2n(C)c3ccccc3[n+]2C)c1	101	13	101	0.4	103	2	101	5	95	2	106
O=C(C1CCC(=O)N1C1CCCC1)N1CCC2(CC1)OCCO2 (stereo unspecified)	94	31	94	-0.1	96	-1	94	11	94	33	97
O=C(NC1CC1)C1CSC(c2cccnc2)=N1 (stereo unspecified)	99	nt	101	-0.3	100	6	100	23	101	27	105
Cc1cccc(OP(=O)(NCc2ccccc2)Oc2cccc(C)c2)c1	98	14	101	2.5	99	16	100	21	98	13	100
CC/C(CC(c1ccccc1)c1c(O)c2ccccc2oc1=O)=N\NC(N)=S (stereo unspecified)	97	nt	98	0.5	98	0	97	28	98	13	99

Given with each value named: 4 of the compounds above.
CN1CCC(OC(=O)Cc2ccccc2)CC1
  Rab2 wt GTP: 99; Pf gametocyte: -12; Rab7 wt GTP bind: 99; ABCB1 block: 1.0; Cdc42 wt: 96; ABCG2 inh: 1; HRas wt GTP bind: 99; GSH bead fluor: 12; Rac1 act GTP bind: 94; Avidin fluor: 12; Rac1 wt modul: 98
CN(C)C(=O)Oc1cccc(OCc2n(C)c3ccccc3[n+]2C)c1
  Rab2 wt GTP: 101; Pf gametocyte: 13; Rab7 wt GTP bind: 101; ABCB1 block: 0.4; Cdc42 wt: 103; ABCG2 inh: 2; HRas wt GTP bind: 101; GSH bead fluor: 5; Rac1 act GTP bind: 95; Avidin fluor: 2; Rac1 wt modul: 106
O=C(C1CCC(=O)N1C1CCCC1)N1CCC2(CC1)OCCO2 (stereo unspecified)
  Rab2 wt GTP: 94; Pf gametocyte: 31; Rab7 wt GTP bind: 94; ABCB1 block: -0.1; Cdc42 wt: 96; ABCG2 inh: -1; HRas wt GTP bind: 94; GSH bead fluor: 11; Rac1 act GTP bind: 94; Avidin fluor: 33; Rac1 wt modul: 97
O=C(NC1CC1)C1CSC(c2cccnc2)=N1 (stereo unspecified)
  Rab2 wt GTP: 99; Pf gametocyte: nt; Rab7 wt GTP bind: 101; ABCB1 block: -0.3; Cdc42 wt: 100; ABCG2 inh: 6; HRas wt GTP bind: 100; GSH bead fluor: 23; Rac1 act GTP bind: 101; Avidin fluor: 27; Rac1 wt modul: 105

(listing goes on)
SMILES	Rab2 wt GTP	Pf gametocyte	Rab7 wt GTP bind	ABCB1 block	Cdc42 wt	ABCG2 inh	HRas wt GTP bind	GSH bead fluor	Rac1 act GTP bind	Avidin fluor	Rac1 wt modul
CCC1(c2ccccc2)C(=O)N(C)C(=O)N(C)C1=O	?	nt	?	0.1	?	1	?	15	?	21	?
Cc1nn(Cc2ccccc2)c(Cl)c1C(=O)OCC(=O)Nc1cccc2ccccc12	99	6	99	0.6	99	1	101	19	101	7	105
CCOc1ccc(Cl)cc1CNCCc1ccc(F)cc1	97	16	99	0.8	96	1	97	22	95	9	100
CCOC(=O)CSCCOc1ccc(C=C2C(=O)NC(=O)NC2=O)cc1OC	97	-20	94	-2.9	96	-7	97	14	95	15	100
CCCCC1(CN2CCCC2=O)C(=O)NC(=O)NC1=O	95	nt	93	-0.1	97	0	94	18	91	24	97
COc1ccc(C(=O)c2nc3ccccc3n2C(C)C)cc1	100	0	108	0.8	100	3	103	13	97	9	106
Cc1ccnc(-n2c(-c3ccccc3)nc3ccccc3c2=O)c1	97	-18	94	1.2	98	8	98	17	96	15	95
COc1ccc(C(=O)C2CCCN(C3CSCCSC3)C2)c(OC)c1 (stereo unspecified)	98	nt	100	2.8	97	9	98	14	97	2	99
CCN(CC)CCCC(C)N=C(c1ccccc1)c1c(O)n(C)c(=O)n(C)c1=O (stereo unspecified)	97	-14	98	0.3	101	1	99	5	98	4	99
CN(C)c1ccc(CN2CC=C(c3ccc(F)cc3)CC2)cc1	98	nt	97	0.6	105	4	104	11	98	25	100
c1ccc(C2CC3CC4(CCCC4)N2O3)cc1 (stereo unspecified)	101	nt	103	0.9	105	2	101	28	98	10	101
O=C(CCc1nc(-c2ccccc2F)no1)N1CCC2(CC1)OCCO2	99	-3	102	0.5	101	14	98	19	97	31	105
Cc1nn(C2CCOC(C)(C)C2)c2c1C(c1ccc3c(c1)OCO3)SCC(=O)N2 (stereo unspecified)	98	nt	98	0.4	101	1	99	15	97	28	99
O=C1NC(=O)N(c2ccc(Br)cc2)C(=O)/C1=C/c1ccsc1	95	-12	95	-1.1	96	-2	95	63	91	7	98
COc1ccc(-n2c(O)c(/C=C/C=Nc3ccccc3)c(=O)[nH]c2=O)cc1	96	nt	93	0.5	98	-4	95	10	95	9	97
COc1ccc(C(=O)C2CN(C)CC2c2ccc(Cl)cc2)cc1 (stereo unspecified)	99	nt	99	0.8	99	2	98	21	97	7	98
Cc1ccccc1CN1CCN(C(=O)Cc2ccccc2)CC1	99	23	101	0.4	95	0	97	18	95	5	96
COc1ccc(-n2c(=O)[nH]c3ccccc3c2=O)cc1	100	nt	101	0.2	101	1	101	16	99	39	102
O=C1NC(=O)C2=Cc3ccc(O)cc3OC2(O)N1 (stereo unspecified)	98	nt	105	-0.6	97	-2	101	15	100	9	96
Cc1ccc(-n2c(O)c(C=Nc3ccccc3N)c(=O)[nH]c2=O)cc1C	97	15	95	0.4	100	2	100	11	98	12	102

Given bar-delimited: entries from further up
Structure | Rab2 wt GTP | Pf gametocyte | Rab7 wt GTP bind | ABCB1 block | Cdc42 wt | ABCG2 inh | HRas wt GTP bind | GSH bead fluor | Rac1 act GTP bind | Avidin fluor | Rac1 wt modul
Cc1nn(Cc2ccccc2)c(Cl)c1C(=O)OCC(=O)Nc1cccc2ccccc12 | 99 | 6 | 99 | 0.6 | 99 | 1 | 101 | 19 | 101 | 7 | 105
CCOc1ccc(Cl)cc1CNCCc1ccc(F)cc1 | 97 | 16 | 99 | 0.8 | 96 | 1 | 97 | 22 | 95 | 9 | 100

(listing goes on)
SMILES	Rab2 wt GTP	Pf gametocyte	Rab7 wt GTP bind	ABCB1 block	Cdc42 wt	ABCG2 inh	HRas wt GTP bind	GSH bead fluor	Rac1 act GTP bind	Avidin fluor	Rac1 wt modul
O=C(COc1ccccc1)N1CCN(C2CC3CCC2C3)CC1 (stereo unspecified)	102	nt	99	-0.3	103	-1	101	21	99	19	104
COc1c(O)ccc2c1-c1c3c(cc4c1C(C2)N(C)CC4)OCO3 (stereo unspecified)	100	nt	101	1.3	103	8	101	17	96	10	106
CC(=O)c1c(C)n(Cc2ccccc2Cl)c2ccc(O)cc12	97	4	102	0.2	94	0	94	52	94	10	97
O=C1NC(=O)N(c2ccccc2)C(=O)/C1=C/c1ccoc1	96	-5	92	0.0	94	0	95	11	96	8	96
Cc1cc(N2CCOCC2)ccc1/C=C1\C(=O)NC(=O)N(c2ccccc2)C1=O	95	-4	95	-3.5	99	-6	96	15	95	11	99
Cn1c(O)c(N=Nc2cccc(S(=O)(=O)N3CCOCC3)c2)c(=O)n(C)c1=O	103	8	110	-0.3	98	4	105	16	95	10	104
Clc1ccc(COC(Cn2ccnc2)c2ccc(Cl)cc2Cl)cc1 (stereo unspecified)	99	nt	94	0.7	98	1	96	21	97	10	104
O=C(O)Cn1cc(/C=C2\C(=O)NC(=O)N(Cc3ccco3)C2=O)c2ccccc21	93	-8	100	0.1	89	0	93	10	92	10	90
O=C(Nc1ccc(F)cc1F)c1cccn(Cc2ccccc2)c1=O	94	-17	88	0.3	95	9	94	15	95	10	91
Cc1cc(Cl)ccc1C(=O)C1CCCN(Cc2ccon2)C1 (stereo unspecified)	93	16	92	1.4	91	3	92	10	93	3	93
Cc1nc2ccccc2c(=O)n1-c1ccccc1C(F)(F)F	97	0	96	1.0	99	7	98	40	91	10	94
CCOc1cccc(C2NCc3ccccc3-n3cccc32)c1O (stereo unspecified)	98	-5	97	2.1	102	4	100	48	96	7	99
CCc1ccc(OCCCN=C(C)c2c(O)n(C)c(=O)n(C)c2=O)cc1	94	nt	97	2.6	92	10	95	35	95	5	94
Cc1nc2cc(C(F)(F)F)ccc2n1C1CCN(Cc2nnnn2Cc2cccs2)CC1	100	nt	96	14	98	36	99	19	98	38	104

An excerpt; the hit share may differ from the screen's.
